PPARg SRC-3 ag – PPARgamma-driven SRC-3 recruitment agonism; biochemical PPARgamma/SRC-3 coactivator recruitment assay; activation, % at 8 µM; 200,000 compounds, 0.26% hits; in the data active = activation above about 23%;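 note: 0% = DMSO and 100% = reference agonist; some compounds past the cut are filed as inactive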
Target sequence (P37231 whole entry, looked up): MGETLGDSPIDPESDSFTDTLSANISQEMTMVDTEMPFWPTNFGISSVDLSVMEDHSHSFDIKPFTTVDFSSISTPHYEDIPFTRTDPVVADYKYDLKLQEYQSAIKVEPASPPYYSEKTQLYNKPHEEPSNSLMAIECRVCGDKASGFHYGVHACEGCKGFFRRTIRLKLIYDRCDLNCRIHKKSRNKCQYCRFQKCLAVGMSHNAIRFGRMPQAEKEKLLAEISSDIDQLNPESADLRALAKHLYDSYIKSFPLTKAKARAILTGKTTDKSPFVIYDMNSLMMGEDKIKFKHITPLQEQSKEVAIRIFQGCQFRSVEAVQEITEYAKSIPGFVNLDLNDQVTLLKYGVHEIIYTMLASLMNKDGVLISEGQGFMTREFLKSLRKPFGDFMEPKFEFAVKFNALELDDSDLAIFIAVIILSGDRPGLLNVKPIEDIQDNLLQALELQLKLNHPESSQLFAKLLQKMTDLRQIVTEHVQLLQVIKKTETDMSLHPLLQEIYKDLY
Efa HMGR inh – blocks class II HMG-CoA reductase of Enterococcus faecalis; purified E. faecalis HMGR, NADPH absorbance 340 nm kinetic; inhibition, % at 10 µM; 190,000 compounds, 0.41% hits; AID 1066;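 active = inhibition above a set limit, the median over all tested compounds plus 3 SD, cut at about 9.5% in these data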;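 note: enzyme runs in reverse so mevalonate oxidation gives rising NADPH absorbance; 0% = complete reaction with DMSO and 100% = background rate lacking mevalonate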
PPARg SRC2 recr – PPARgamma-driven SRC-2 recruitment agonism | PPARgamma LBD-SRC-2 recruitment, biochemical | activation, % at 8 µM | P37231 | 200,000 compounds, 0.34% hits; in the data active = activation above about 22%;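 note: 0% = vehicle and 100% = reference agonist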
TNAP inh noacc – blocks human TNAP activity with no phosphate acceptor present | P05186 | purified TNAP, CDP-star luminescence, 30 min | inhibition, % at 20 µM | 200,000 compounds, 0.26% hits | AID 1012;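 active = tissue-nonspecific alkaline phosphatase inhibition above about 50% at 20 µM in the single-dose screen, limit read from the data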;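 note: 0% = DMSO negative control and 100% = EDTA positive control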
bIAP inhibitor – blocks bovine intestinal alkaline phosphatase activity; purified bovine IAP, CDP-star luminescence, 30 min; inhibition, % at 20 µM; 190,000 tested, under 10 active;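 active = over 50% inhibition of intestinal alkaline phosphatase at 20 µM in the single-dose screen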
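System: Purified bovine intestinal alkaline phosphatase (IAP) enzyme | Input: IAP diluted 1/65,000,000 in the well | Also added: CDP-star chemiluminescent phosphatase substrate, 30 µM final | Dosing: 20 µM single dose | Times: Enzyme reaction for 30 min at room temperature | Detection: Luminescence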
bIAP act – increases bovine intestinal alkaline phosphatase activity. purified bovine IAP, CDP-star luminescence, 30 min; active compounds read high; fold of DMSO-control signal, blank-subtracted. activation factor at 20 µM. 200,000 compounds, 0.17% hits;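 active = activation factor of 2 or more at 20 µM, a signal rise over negative controls twice the positive control's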
TR-FRET SRC-2 ct – flags TR-FRET format artefacts in PPARgamma SRC-2 recruitment agonist screen. TR-FRET artefact counter-screen; active compounds read high. TR-FRET ratio at 8 µM. 200,000 compounds, 0.4% hits. AID 1049; in the data active = TR-FRET ratio above about 2000; note: inactives centre near 1500; reference of the scale not given here
PPARg SRC-1 ag – agonists of human PPARgamma SRC-1 coactivator recruitment | PPARgamma-SRC-1 coactivator recruitment biochemical assay | activation, % at 8 µM | 200,000 compounds, 0.41% hits; in the data active = activation above about 19%;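 note: 0% = DMSO and 100% = reference agonist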
TNAP act hi DEA – activators of human TNAP at high phosphate acceptor concentration. purified TNAP, CDP-star luminescence, 1 M DEA, 30 min; active compounds read high; 0 = EDTA background, 1 = DMSO-only activity. P05186. 200,000 tested, under 10 active. activation factor at 20 µM;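 active = activation factor at least 2 at 20 µM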
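Test system – human TNAP · Doses – 20 µM single point · Incubation – 30 min, room temperature · Signal – luminescent substrate turnover signal · Read-out basis – activation factor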
TNAP inh hi DEA – blocks human TNAP under high phosphate acceptor concentration; 200,000 compounds, 0.03% hits; P05186; AID 1135; inhibition, % at 20 µM; purified TNAP, CDP-star luminescence, 1 M DEA;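 active = over 50% inhibition of tissue-nonspecific alkaline phosphatase at 20 µM in the single-dose screen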;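 note: plate controls were DMSO wells for no effect and EDTA-quenched wells as full inhibition for full effect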
* hit, by the source's call; nt = not tested or not shown.

canonical_smiles,PPARg SRC2 recr,PPARg SRC-3 ag,TNAP inh hi DEA,PPARg SRC-1 ag,TNAP inh noacc,bIAP act,TNAP act hi DEA,bIAP inhibitor,TR-FRET SRC-2 ct,Efa HMGR inh
Cc1cc(OCC(=O)Nc2ccc(S(=O)(=O)NC3=NCCCCC3)cc2)c(C(C)C)cc1Cl,5,2,-10,4,-34,0.9,1.1,12,1693,-3
CCOC(=O)c1c(C=O)c(C)n(Cc2ccccc2Cl)c1C,10,-1,-7,5,-7,0.6,1.1,40,1493,-1
CN(C)c1oc(-c2ccccc2Cl)nc1C#N,3,9,-9,1,-17,0.8,1.1,15,1535,-3
CCn1ccnc1CN(C)C(=O)c1cc(COc2c(F)cccc2F)on1,2,-3,-3,-2,-9,0.9,1,9,1520,-9
COc1ccc(NC(=O)CSc2nc3ccccc3c(=O)n2-c2ccc3c(c2)OCO3)c(OC)c1,0,-3,-6,7,-7,0.9,1.1,5,1540,-9
Cc1ccc(C(=O)NNC(=S)NC(=O)c2ccco2)cc1,9,4,-7,9,-48,1.4,1.1,-42,1528,-8
O=C(CSc1ccccn1)Nc1nc2ccc(Br)cc2s1,0,6,-4,2,-9,0.9,1,9,1722,-4
CCCCCc1nnc(NC(=O)C2COc3ccccc3O2)s1 (centres undefined),-1,-1,-2,-1,2,1.4,1,-38,1359,-5
CN(C(=O)COC(=O)/C=C/c1ccc(S(=O)(=O)N2CCc3ccccc32)cc1)C1CCS(=O)(=O)C1 (centres undefined),0,-2,-2,-3,-2,1,1,1,1576,-2
CC(=O)N1CCN(S(=O)(=O)c2ccc(S(=O)(=O)NCC(C)C)cc2)CC1,5,-1,0,5,-9,1,1,4,1423,-4
Cn1c(=O)c2c(nc(SCC(=O)Nc3ccccc3)n2C)n(C)c1=O,1,2,-1,0,-1,0.9,1,6,1567,-1
COc1ccc(-c2nn3c(-c4ccco4)nnc3s2)cc1OC,3,-2,4,-2,-4,0.9,1,5,1374,1
Cc1sc(C(=O)Nc2ccc3ccccc3c2)cc1CC(=O)O,8,1,-6,7,-14,0.9,1.1,10,1665,1
O=C(C1CCN(Cc2ccc(OCc3ccccc3)cc2)CC1)N1CCCC1,7,-3,-5,-1,-27,1.2,1.1,-20,1604,-1
O=C(NC(=S)Nc1ccc(S(=O)(=O)Nc2nccs2)cc1)c1cccc(F)c1,1,-2,-2,0,11,0.8,1,20,1509,-3
COc1ccc2c(C)cc(SCC(=O)N3CCOCC3)nc2c1,-7,0,-4,2,-18,1.1,1,-12,1604,-2
COc1ccc(/C=N/OCC(=O)N(Cc2ccccc2)c2ccccc2C(=O)O)cc1,2,-3,-2,2,-16,0.9,1,8,1381,5
CC(=O)Nc1ccc(S(=O)(=O)NCC(=O)NCCc2ccc(S(N)(=O)=O)cc2)cc1,-4,-6,4,-6,16,1,1,4,1639,-2
Nc1cc(-c2ccc(Cl)cc2)nn1-c1ccccc1,0,9,-3,7,-12,1.2,1,-22,1837,3
CCC(=O)NC(=S)Nc1cccc(NC(=O)c2ccccc2)c1,7,1,4,7,-1,1,1,-3,1674,-7
O=c1cnnc(Nc2ccccc2)[nH]1,4,1,-4,3,-10,1.1,1,-12,1498,-4
Cc1cccc(OC(C)C(=O)N/N=C\c2ccncc2)c1 (centres undefined),4,-1,-5,2,-4,1,1,4,1412,-3
CCOC(=O)c1c(NC(=O)C2CCN(S(=O)(=O)c3ccc(Cl)cc3)CC2)sc2c1CCCC2,-1,-2,3,-8,-6,0.7,1,26,1542,-5
COCCn1c(N)c(NCc2ccccc2)c(=O)n(CC(=O)Nc2cc(C)ccc2C)c1=O,0,3,-3,-1,-8,1,1,1,1577,-5
O=c1[nH]nc(CSCc2ccccc2Cl)[nH]1,-5,-4,-2,-4,-14,1.1,1,-10,1398,1
CCc1ccc(N2CC(C(=O)OC)CC2=O)cc1 (centres undefined),0,3,-1,3,-1,1.1,1,-6,1485,-6
O=C(OCC(=O)c1c[nH]c2ccccc12)c1cccc(O)c1,6,-5,4,0,-8,1.2,1,-25,1457,-1
CC1CCC2(CC1)NC(=O)N(CC(=O)NC(=O)NC1CCCC1)C2=O (centres undefined),7,1,-3,6,6,1,1,-3,1625,2
O=C(c1ccco1)c1cn(CC(=O)N2CCCCCC2)c2ccccc12,2,4,2,0,-8,1,1,1,1429,1
COc1ccc(N=C2SC(C(=O)O)CC(=O)N2Cc2ccc(OC)c(OC)c2)cc1 (centres undefined),4,-1,0,12,-8,1,1,1,1678,-3

Entries of single compounds from above. Screens in order: PPARg SRC2 recr | PPARg SRC-3 ag | TNAP inh hi DEA | PPARg SRC-1 ag | TNAP inh noacc | bIAP act | TNAP act hi DEA | bIAP inhibitor | TR-FRET SRC-2 ct | Efa HMGR inh
Shown for O=c1[nH]nc(CSCc2ccccc2Cl)[nH]1 → -5 | -4 | -2 | -4 | -14 | 1.1 | 1 | -10 | 1398 | 1
Shown for CC(=O)Nc1ccc(S(=O)(=O)NCC(=O)NCCc2ccc(S(N)(=O)=O)cc2)cc1 → -4 | -6 | 4 | -6 | 16 | 1 | 1 | 4 | 1639 | -2

Next section.
canonical_smiles,PPARg SRC2 recr,PPARg SRC-3 ag,TNAP inh hi DEA,PPARg SRC-1 ag,TNAP inh noacc,bIAP act,TNAP act hi DEA,bIAP inhibitor,TR-FRET SRC-2 ct,Efa HMGR inh
Cc1cc(C)c(C#N)c(SCCS(=O)(=O)Cc2ccccc2)n1,11,-7,-4,0,-12,0.9,1,10,1403,0
CCSc1nc(O)c(C2OC(=O)c3c2ccc(OC)c3OC)c(=O)n1-c1ccccc1 (centres undefined),2,5,-9,1,-29,0.9,1.1,9,1611,2
Cc1nc(-c2cccc(S(=O)(=O)N3CC(C)CC(C)C3)c2)cs1 (centres undefined),3,11,-5,4,-7,0.9,1.1,10,1546,-4
CNC(=S)N1CCN(c2cccc(OC)c2)CC1,5,0,-3,7,1,1,1,4,1430,-5
COc1ccc2cc(CCN3C(=O)c4ccccc4C3=O)c(=O)[nH]c2c1,1,-1,-4,4,-9,0.9,1,9,1357,-3
CCc1nc2c(c(=O)c3ccccc3n2C)c(=O)n1-c1ccc(F)cc1,3,8,-2,-3,-5,1,1,5,1470,-8
Cc1cccc(NC(=O)N(C)Cc2cccs2)c1,7,3,-2,5,-2,0.9,1,9,1643,-2
COc1ccc(-n2c(=S)[nH]c3cc(C(=O)NCCCN4CCCC4=O)ccc3c2=O)c(OC)c1,0,-10,-5,2,-9,1,1.1,0,1394,-6
COc1ccc(N2CCN(C(=O)CCc3nc(-c4ccc(C)cc4)no3)CC2)cc1,7,2,-6,2,-3,1.1,1.1,-9,1571,1
CC(=O)c1cccc(NC(=O)COC(=O)COc2c(Cl)cc(Cl)c3ccc(C)nc23)c1,-1,2,3,3,-10,1.1,1,-9,1691,1
COc1cc(-c2cc(=O)c3c(O)c(OC)c(OC)c(O)c3o2)ccc1O,14,5,5,13,64*,0.9,0.9,12,1746,1
O=C(Cn1nnc(-c2ccccc2NC(=O)c2ccccc2F)n1)NCc1ccco1,1,-9,-7,6,0,1,1.1,0,1669,-2
CCN(CC)S(=O)(=O)c1cccc(-c2nnc(SCC(=O)c3cc(C)n(C4CC4)c3C)o2)c1,nt,nt,-1,nt,-10,0.9,1,8,nt,nt
N#CC1C(C#N)N2CCCN2C1c1ccc(Cl)cc1 (centres undefined),-11,5,-3,5,-10,0.9,1,11,1629,-1
COc1ccc(-n2c(COc3ccc(C)cc3)nnc2SCc2ccc(C#N)cc2)cc1,-2,7,-10,8,-12,1,1.1,1,1540,0
COc1cc(/C=C/C(=O)Nc2nnc(C(C)(C)C)s2)cc(OC)c1OC,2,5,0,1,-1,0.9,1,5,1738,-4
OCCNc1nc(Nc2ccc(Br)cc2)nc2ccccc12,1,-4,-4,11,-12,0.6,1,37,1656,-1
Cc1cc(C)nc(NC2=NCC(=O)N2c2ccccc2)n1,4,-4,-2,2,-2,1.2,1,-22,1605,-3
CCOC(=O)C1(Cc2ccc(Cl)cc2)CCN(C(=O)C2=NNC(=O)CC2)CC1,4,2,3,6,-3,1.1,1,-9,1727,5
COc1ccc(NC(=O)/C=C/c2c(Cl)nc3ccccn23)cc1,4,6,0,10,-12,0.9,1,6,1618,-13
CC(O)Cn1c(=O)c2c(nc(Br)n2Cc2ccccc2)n(C)c1=O (centres undefined),3,-2,-2,1,-5,0.8,1,25,1573,-1
Cc1ccc(C2=NN=C(NC(=O)C(F)(F)F)SC2)cc1,2,-2,-4,4,0,0.9,1,8,1588,0
COc1ccc(/C=N/NC(=O)c2ccn[nH]2)cc1COc1ccc(Cl)cc1Cl,-16,-10,-7,-5,-10,1.1,1.1,-7,1570,-2
COc1cc(C2c3[nH]c4ccccc4c3CCN2Cc2cn(C)nc2C)ccc1F (centres undefined),-1,2,-4,4,-6,1.1,1,-5,1480,-2
COC(=O)Nc1ccc(=O)n(Cc2c(Cl)cccc2Cl)c1,2,7,0,8,0,1,1,2,1514,-1
CC(=O)C1C(=O)CC(C)(O)C(C(C)=O)C1c1ccccc1 (centres undefined),11,2,3,0,-6,1,1,3,1662,-3
CCCCn1c(=S)[nH]c2ncccc2c1=O,4,-7,1,-4,0,0.9,1,5,1649,-8
Cc1[nH]c2ccccc2c1/C=N/NC(=S)NC(C)C,1,7,-2,5,-2,1,1,1,1773,-1
CSc1nc(-c2ccccc2)nc2[nH]ccc(=O)c12,-2,1,nt,8,nt,nt,nt,nt,1581,nt

Screens deposited in PubChem BioAssay by several laboratories.
